# Compound activity deposited in PubChem by several laboratories.
# HIV RNase H inh = inhibitors of HIV-1 reverse transcriptase RNase H; actives 1.9% (n = 65,000); RT-RNase H RNA/DNA duplex cleavage, fluorescence; P04585; inhibition, % at 10 µM; in the data active = inhibition above about 50%
# RmlC RmlD mix = RmlC/RmlD inhibition, mixture screen; RmlC/RmlD coupled enzyme inhibition, 384-well mixture HTS; inhibition, % at 5.5 µM; actives 0.39% (n = 110,000); AID 1532; in the data active = inhibition above about 30%, passing the limit was not always enough; note: strong numbers were not always called active
# The depositor's hits bear a star; . = no result given. Only part of the results is shown. The share of hits here may be higher or lower than overall.
# Start of the listing, in advance (6 entries):
1) COC(=O)CC1=Nc2ccccc2NC(=O)C1
2) CN(C[C@@H](Cc1cccc2ccccc12)N(C[C@H](Cc1ccccc1)N(CCc1ccccc1)N=O)N=O)N=O
3) S=C(NCCSCc1c(Cl)cccc1Cl)Nc1ccccc1
4) O=c1c(Cc2ccc(F)cc2)c(O)ccn1C1CCCCC1
5) O=C(CCN1C(=O)c2ccccc2C1=O)Nc1ccccc1C(=O)N1CCOCC1
6) Cc1nc(SC2CC(=O)N(c3ccc([N+](=O)[O-])cc3)C2=O)nc2c1CCCC2 (stereo unspecified)

compound no.	1	2	3	4	5	6
HIV RNase H inh	-16	.	.	.	.	.
RmlC RmlD mix	-12	2	-10	3	-8	-6

# This part in full, previewed entries included:
1) COC(=O)CC1=Nc2ccccc2NC(=O)C1
2) CN(C[C@@H](Cc1cccc2ccccc12)N(C[C@H](Cc1ccccc1)N(CCc1ccccc1)N=O)N=O)N=O
3) S=C(NCCSCc1c(Cl)cccc1Cl)Nc1ccccc1
4) O=c1c(Cc2ccc(F)cc2)c(O)ccn1C1CCCCC1
5) O=C(CCN1C(=O)c2ccccc2C1=O)Nc1ccccc1C(=O)N1CCOCC1
6) Cc1nc(SC2CC(=O)N(c3ccc([N+](=O)[O-])cc3)C2=O)nc2c1CCCC2 (stereo unspecified)

compound no.	1	2	3	4	5	6
HIV RNase H inh	-16	.	.	.	.	.
RmlC RmlD mix	-12	2	-10	3	-8	-6

7) CCCOc1ccccc1C(=O)N(Cc1cccs1)C1CCS(=O)(=O)C1 (stereo unspecified)
8) CCCCNc1nc2c(c(=O)n(C)c(=O)n2C)n1Cc1cccc(OC)c1
9) Cc1ccccc1NS(=O)(=O)c1cc(C(=O)NCCSC2CCCCC2)ccc1C
10) COc1cc(/C=N/N2CCN(C3c4ccccc4-c4ccccc43)CC2)ccc1O
11) COc1ccc(C(=O)n2nc(C)cc2Nc2ccccc2)cc1
12) O=C(NCC1CCCO1)c1ccc(Cl)c(F)c1F (stereo unspecified)

compound no.	7	8	9	10	11	12
HIV RNase H inh	-3	-7	.	.	.	-3
RmlC RmlD mix	13	-1	7	-11	8	-12

13) COc1ccc(N2CCN(C3CC(=O)N(c4ccc5c(c4)OCCO5)C3=O)CC2)cc1 (stereo unspecified)
14) COc1ccc(NC(=O)c2ccc(C(=O)c3cc(OC)ccc3OC)cc2)cc1
15) CCCCCNC(=O)c1ccc2c(=O)n(CC3CCCO3)c(=O)[nH]c2c1 (stereo unspecified)
16) Cc1cc(C)nc(SCNC(=O)c2ccc(Cl)cc2)n1
17) O=C(O)C[C@H]1c2ccccc2S(=O)(=O)N1c1ccccc1
18) O=C(COC(=O)CSCC(=O)N1CCCCC1)NCc1ccc(F)cc1

compound no.	13	14	15	16	17	18
HIV RNase H inh	-32	.	-3	.	.	-12
RmlC RmlD mix	6	6	8	-16	-8	-14

19) Cc1ccc(S(=O)(=O)N(CC(=O)N2CCN(c3ccc(F)cc3)CC2)C2CCCCC2)cc1
20) Cn1ccnc1-c1nc2ccccc2[nH]c1=O
21) Cc1ccc(CN(Cc2cc3cccc(C)c3[nH]c2=O)C(=O)N(C)C)cc1
22) Cc1noc(NS(=O)(=O)c2ccc(NC(=O)CSc3nc4ccccc4[nH]3)cc2)c1C
23) Cc1noc(C)c1S(=O)(=O)N1CCN(C(c2ccccc2)c2ccc(Cl)cc2)CC1 (stereo unspecified)
24) C=CCNC(=O)c1onc(CSc2ccccc2CC)c1C(=O)O

compound no.	19	20	21	22	23	24
HIV RNase H inh	.	-5	5	10	-7	.
RmlC RmlD mix	-7	14	1	-7	-10	10

25) COC(=O)c1ccc(Oc2ccc3nnc(C)n3n2)cc1
26) CCn1cnc2cc(NCc3cccc(OC)c3O)ccc21
27) CCOC(=O)c1c2c(n(C)c1C)C(=O)C(=O)c1ccc(Br)cc1-2
28) CCC(=O)N(Cc1cc2ccc(C)cc2n2nnnc12)C1CCCCC1
29) O=C(Cn1cc([N+](=O)[O-])cn1)N1CCc2ccccc21
30) O=C(CC(C(=O)O)C1CCCO1)Nc1cccc(C(F)(F)F)c1 (stereo unspecified)

compound no.	25	26	27	28	29	30
HIV RNase H inh	-4	-19	.	.	.	1
RmlC RmlD mix	7	9	3	14	-415	-36

31) COCCOC(=O)c1c(NC(=O)CN2CCOCC2)sc(C(N)=O)c1C
32) COc1ccc(S(=O)(=O)NC2CCCCC2)cc1C
33) Cc1ccc(C(=O)NCc2ccc3c(c2)OCO3)cc1S(=O)(=O)N1CCCCC1
34) CCc1ccc(C2=NN(c3ccc(S(N)(=O)=O)cc3)C(c3ccc(F)cc3)C2)cc1 (stereo unspecified)
35) Fc1ccc(CSc2nnc(-c3cnccn3)n2Cc2ccco2)cc1
36) Cc1ccc(-c2cc(-c3ccccc3)nc(N/N=C/c3cccnc3)n2)cc1

compound no.	31	32	33	34	35	36
HIV RNase H inh	-15	-13	-11	.	-36	.
RmlC RmlD mix	-14	4	-6	-211	-1	-30

# One compound at a time, as listed above.
# Listed for Fc1ccc(CSc2nnc(-c3cnccn3)n2Cc2ccco2)cc1 = HIV RNase H inh: -36; RmlC RmlD mix: -1
# Listed for Cc1ccc(C(=O)NCc2ccc3c(c2)OCO3)cc1S(=O)(=O)N1CCCCC1 = HIV RNase H inh: -11; RmlC RmlD mix: -6

# Following part:
37) O=C(Cn1cnc2cc([N+](=O)[O-])ccc2c1=O)Nc1ccc2c(c1)CCC2
38) NNC(=O)c1ccccc1CO
39) CCOC(=O)c1cnn(-c2ncnc3sc4c(c23)CCC4)c1N
40) Cc1cccc(NCc2nc3ccccc3n2C)c1
41) Cc1nc(SCc2cccc(Oc3ccccc3)c2)n[nH]1
42) CCC(=O)Nc1c2c(nn1-c1cccc(Cl)c1)CSC2

compound no.	37	38	39	40	41	42
HIV RNase H inh	.	.	-19	.	.	-6
RmlC RmlD mix	-14	-16	8	-7	-10	.

43) CCCC1Cc2nc(N3CCCCC3)c(C#N)cc2CO1 (stereo unspecified)
44) N#CCc1nn(-c2ccccc2)c(N)c1C#N
45) COc1ccccc1-c1nnc(SCC(=O)Nc2ccccc2)o1
46) O=C(NC1CCCC1)c1csc2c1CCCC2
47) Cc1ccc(SC[C@H](Cc2ccccc2)N2CCN(CCc3ccccc3)CCC2=O)cc1
48) O=C(NCC(c1cccnc1)N1CCN(c2ccc(F)cc2)CC1)OCc1ccccc1 (stereo unspecified)

compound no.	43	44	45	46	47	48
HIV RNase H inh	-9	.	-29	-8	.	6
RmlC RmlD mix	-3	-12	7	8	6	.

# Down the list, from the results shown:
# RmlC RmlD mix, compounds 19–25 → -7, 14, 1, -7, -10, 10, 7
# HIV RNase H inh, compounds 19–25 → ., -5, 5, 10, -7, ., -4

# (list continues)
49) CCN(CC)CCn1c(O)c(N=O)c2ccccc21
50) Cc1cccc(NC(=O)Nc2cccc(Oc3c(F)c(F)c(F)c(F)c3F)c2)c1
51) Cc1cc(Oc2ccc(Cl)cc2)nc(-c2ccccc2O)n1
52) O=C(CSc1nnnn1-c1cccc2c1CCCC2)N1CCCCC1
53) CCOC(=O)C(CCCOc1ccc(C(C)CC)cc1)C(=O)OCC (stereo unspecified)
54) Cc1ccc(C2=NOC(C)(c3nnc(-c4ccccc4)o3)C2)cc1 (stereo unspecified)

compound no.	49	50	51	52	53	54
HIV RNase H inh	-5	.	-28	.	.	.
RmlC RmlD mix	2	3	17	16	-13	-3

55) O=C(C(c1ccccc1)c1ccccc1)N1CCCc2ccccc21
56) CC1Cc2cc(/C(O)=C3/C(=O)C(=O)N(CCN4CCOCC4)C3c3cccc(Cl)c3)ccc2O1 (stereo unspecified)
57) O=C1CN(c2ccc(Br)cc2)C(=O)N1CC(=O)N1CCCc2ccccc21
58) O=C1NC(=S)NC(=O)C12C(c1ccc(F)cc1)NC(=S)NC2c1ccc(F)cc1 (stereo unspecified)
59) C=CCn1c(=O)c2c(nc(Br)n2Cc2ccccc2Cl)n(C)c1=O
60) O=C(CN(CC1CCCO1)S(=O)(=O)c1ccc(S(=O)(=O)NC2CC2)cc1)Nc1ccccc1 (stereo unspecified)

compound no.	55	56	57	58	59	60
HIV RNase H inh	.	-3	-34	.	.	-3
RmlC RmlD mix	2	-5	-60	-8	-10	-16

61) CCCc1nnc(NC(=O)CN2C(=O)C3C4C=CC(C4)C3C2=O)s1 (stereo unspecified)
62) CCOC(=O)c1ccc(NC(=O)CCc2c(C)nc3ncnn3c2C)cc1
63) C=C1C(=O)O[C@@H]2C[C@@H](C)[C@H]3C=CC(=O)[C@]3(O)C[C@@H]12
64) CNC(=O)c1cc2c(s1)CCCCCC2
65) Cc1cc(=O)n2cc(-c3ccccc3)nc2[nH]1
66) COc1ccc(-n2ncc3c(NCc4ccc5c(c4)OCO5)ncnc32)cc1

compound no.	61	62	63	64	65	66
HIV RNase H inh	-1	-7	.	-9	.	-3
RmlC RmlD mix	13	-7	11	-5	6	7

67) CCCCCNC1=CC(=O)CC(c2ccccc2)C1 (stereo unspecified)
68) CCCCC(=O)Nc1nc2ccc3nc(C)sc3c2s1
69) O=C(NCCC1=CCCCC1)C1CCN(S(=O)(=O)c2cccc3nonc23)CC1
70) COc1ccc(Cl)cc1NC(=O)C12CCC(C)(C(=O)O1)C2(C)C (stereo unspecified)
71) O=C(NCc1ccc(N2CCCC2=O)cc1)Nc1cccc(Cl)c1
72) Cc1nc2sc(C(c3cccc(F)c3)N3CCCCC3)c(O)n2n1 (stereo unspecified)

compound no.	67	68	69	70	71	72
HIV RNase H inh	.	-15	10	.	-13	-15
RmlC RmlD mix	-12	11	-10	7	3	-22

73) CS(=O)(=O)N(CCc1ccccc1)CC(=O)N1CCCCC1
74) COc1ccc(-n2c(CNc3ccc(C)cc3)nnc2SCC(=O)Nc2nc(-c3ccccc3)cs2)cc1
75) O=C(O)CCCC(=O)N1CC(=O)Nc2ccccc21
76) O=C(N1CCOCC1)N1CCCN(C(=O)N2CCOCC2)CC1
77) CCS(=O)(=O)N1CCN(c2ccccc2F)CC1
78) C/C=C\C=C/C(=O)Nc1cccc(C2=NOC3(C2)C[C@H](C(N)=O)N(C(=O)Cc2ccc([N+](=O)[O-])cc2)C3)c1 (stereo partly specified)

compound no.	73	74	75	76	77	78
HIV RNase H inh	-6	.	-1	2	16	.
RmlC RmlD mix	-12	-10	8	7	6	12

79) CC(=O)c1cccc(NC(=O)c2c(F)c(F)c(F)c(F)c2F)c1
80) CCC(c1nnc(SCC(=O)Nc2nnc(-c3ccccc3)o2)n1Cc1ccccc1)N(C)C (stereo unspecified)
81) Cc1ccc(NC(=O)c2ccc(Cl)c(N3C(=O)C=CC3=O)c2)cc1
82) CC1=C(C(=O)OCc2ccc3c(c2)OCO3)C(c2ccc(F)cc2)NC(=O)N1 (stereo unspecified)
83) O=C(Nc1ccccc1Cl)C1CCCN(S(=O)(=O)c2ccc(F)cc2)C1 (stereo unspecified)
84) Cc1cc2cc(CN3C(=O)c4ccccc4C3=O)ccc2[nH]1

compound no.	79	80	81	82	83	84
HIV RNase H inh	-4	-5	.	-25	.	-15
RmlC RmlD mix	4	-5	7	7	13	.

85) CC(=O)c1c(C)n(-c2ccccc2)c2ccc(OCC(O)CN3CCOCC3)cc12 (stereo unspecified)
86) C/C=C(/C)C(=O)Nc1cccc(C2=NOC3(C2)C[C@H](C(N)=O)N(C(=O)COc2ccc(Cl)cc2)C3)c1 (stereo partly specified)
87) CCOC(=O)c1ccccc1NC(=O)c1cc(S(=O)(=O)N2CCOCC2)ccc1F
88) Cc1nc(N)sc1C(=O)N/N=C/c1c[nH]c2ccccc12
89) C=C(C)[C@H]1CN[C@H](C(=O)O)[C@H]1CC(=O)O
90) COC(=O)c1cc(NC(=O)CCc2c(C)nc3ncnn3c2C)cc(C(=O)OC)c1
91) COc1cc(OC)c2c(-c3ccccc3)cc(=O)oc2c1C(CCN1CCCC(C)C1)c1ccc2c(c1)OCO2 (stereo unspecified)
92) O=C(c1cc(-c2ccc(Cl)cc2Cl)on1)N1CCOCC1

compound no.	85	86	87	88	89	90	91	92
HIV RNase H inh	-18	.	-18	.	.	-11	.	-2
RmlC RmlD mix	-5	-17	-17	-1	10	3	4	21

# 3 of these compounds in another layout.
# Every second line gives: HIV RNase H inh	RmlC RmlD mix
[88] Cc1nc(N)sc1C(=O)N/N=C/c1c[nH]c2ccccc12
 : .	-1
[89] C=C(C)[C@H]1CN[C@H](C(=O)O)[C@H]1CC(=O)O
 : .	10
[90] COC(=O)c1cc(NC(=O)CCc2c(C)nc3ncnn3c2C)cc(C(=O)OC)c1
 : -11	3
